Bioassay records as filed in PubChem.
PAFAH1B2 inh = inhibitors of human PAFAH1B2 | AID 492953 | inhibition, % at 3.39 µM | P68402 | actives 1.2% (n = 340,000) | recombinant PAFAH1B2, FP-rhodamine activity probe, fluorescence polarization;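 active = inhibition above the mean of all tested compounds plus 3 SD, cut at about 24% in these data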;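 note: 0% = enzyme with DMSO and 100% = wells lacking PAFAH1B2; many of its hits are not listed in these tables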
LYPLA2 counter = LYPLA2 (human) inhibition in PME1 counter-screen; O95372; recombinant LYPLA2, FP-Rh probe fluorescence polarization; inhibition, % at 5.9 µM; actives 0.38% (n = 320,000); AID 2177;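 active = inhibition above the screen-wide mean plus 3 SD, limit set per campaign, cut at about 26% in these data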;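 note: 0% = LYPLA2 with DMSO and 100% = wells lacking LYPLA2 enzyme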
PAFAH2 FP inh = inhibitors of human PAFAH2 | actives 0.99% (n = 340,000) | inhibition, % at 3.39 µM | recombinant PAFAH2, FP-rhodamine activity probe, fluorescence polarization | Q99487;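 active = inhibition above the mean over all tested compounds plus 3 SD, cut at about 30% in these data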;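 note: inhibitors block probe labeling of enzyme so polarization drops; 0% = enzyme with DMSO and 100% = wells lacking PAFAH2 protein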
GSTO1 inh = blocks human GSTO1 in RBBP9 counter-screen | P78417 | recombinant GSTO1, activity-based probe fluorescence polarization | inhibition, % at 5.96 µM | actives 1.1% (n = 300,000) | AID 1974;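 active = inhibition above the campaign mean inhibition plus 3 SD, cut at about 35% in these data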;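 note: 0% = GSTO1-1 with DMSO and 100% = wells lacking GSTO1-1 enzyme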
PAD4 FP inh = PAD4 (human) enzyme inhibition. actives 0.41% (n = 330,000). recombinant PAD4, RCA probe fluorescence polarization. inhibition, % at 6.36 µM. Q9UM07;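 active = percent inhibition above a cutoff equal to the mean of all tested compounds plus 3 SD, cut at about 15% in these data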;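 note: 0% = PAD4 with RCA probe and DMSO and 100% = probe without PAD4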
Target sequence (Q9UM07 whole entry, looked up): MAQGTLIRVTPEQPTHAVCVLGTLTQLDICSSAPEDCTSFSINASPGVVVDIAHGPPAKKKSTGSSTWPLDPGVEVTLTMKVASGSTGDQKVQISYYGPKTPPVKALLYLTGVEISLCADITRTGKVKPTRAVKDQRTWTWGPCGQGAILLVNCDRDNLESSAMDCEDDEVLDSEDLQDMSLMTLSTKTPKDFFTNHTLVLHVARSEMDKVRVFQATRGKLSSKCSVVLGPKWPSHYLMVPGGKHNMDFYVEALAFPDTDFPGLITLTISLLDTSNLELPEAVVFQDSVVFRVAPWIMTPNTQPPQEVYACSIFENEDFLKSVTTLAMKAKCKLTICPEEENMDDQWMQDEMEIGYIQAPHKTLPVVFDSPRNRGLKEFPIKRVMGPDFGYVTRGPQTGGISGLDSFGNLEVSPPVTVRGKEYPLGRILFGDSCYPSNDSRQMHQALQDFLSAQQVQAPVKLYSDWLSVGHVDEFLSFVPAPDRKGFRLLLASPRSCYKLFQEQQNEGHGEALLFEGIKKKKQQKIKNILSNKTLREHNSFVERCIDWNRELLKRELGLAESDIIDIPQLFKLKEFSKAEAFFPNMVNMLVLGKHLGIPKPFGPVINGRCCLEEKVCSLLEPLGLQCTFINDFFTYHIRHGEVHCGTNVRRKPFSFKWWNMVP
pPAFAH FP inh = pPAFAH (human) enzyme inhibition | recombinant pPAFAH, FP-rhodamine probe fluorescence polarization | inhibition, % at 3.39 µM | Q13093 | actives 1.5% (n = 330,000);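 active = inhibition above the mean inhibition across the screen plus 3 SD, cut at about 25% in these data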;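 note: inhibitors block binding of the rhodamine activity-based probe so polarization drops; 0% = enzyme with DMSO and 100% = wells lacking pPAFAH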
LYPLA1 counter = blocks human lysophospholipase 1, a PME1 counter-screen; recombinant LYPLA1, FP-Rh probe fluorescence polarization; actives 0.16% (n = 320,000); O75608; inhibition, % at 5.9 µM; AID 2174;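 active = inhibition above the mean of all tested compounds plus 3 SD, set per campaign, cut at about 14% in these data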;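 note: inhibitors block serine hydrolase probe labeling of LYPLA1 so polarization falls; 0% = enzyme with DMSO and 100% = wells lacking LYPLA1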
Target sequence (O75608 whole entry, looked up): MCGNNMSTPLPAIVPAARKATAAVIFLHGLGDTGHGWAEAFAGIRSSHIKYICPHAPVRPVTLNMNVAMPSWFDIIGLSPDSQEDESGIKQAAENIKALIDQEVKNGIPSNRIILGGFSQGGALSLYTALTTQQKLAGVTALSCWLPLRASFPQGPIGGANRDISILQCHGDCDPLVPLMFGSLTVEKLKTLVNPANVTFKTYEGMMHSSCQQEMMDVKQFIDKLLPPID
PAFAH1B3 inh = inhibitors of human PAFAH1B3. Q15102. recombinant PAFAH1B3, FP-rhodamine probe, fluorescence polarization. inhibition, % at 3.39 µM. actives 0.28% (n = 340,000). AID 492972;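 active = inhibition above the screen-wide average of all tested compounds plus 3 SD, cut at about 25% in these data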;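 note: 0% = enzyme with DMSO only and 100% = wells lacking PAFAH1B3 protein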
PME-1 primary = PME-1 (human) inhibition | Q9Y570 | recombinant PME-1, FP-Rh probe fluorescence polarization | actives 0.53% (n = 320,000) | inhibition, % at 5.9 µM | AID 2130;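 active = inhibition above the campaign mean of all compounds plus 3 SD, cut at about 26% in these data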;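 note: competitive labeling of PME-1 active site by serine hydrolase directed probe; 0% = PME-1 with DMSO and 100% = wells lacking PME-1 enzyme; inhibitors block probe labeling so polarization falls and inhibition rises; many of its hits are not listed in these tables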
* marks the source's active call; other numbers are inactive results; . = no result given.

SMILES	PAFAH1B2 inh	LYPLA2 counter	PAFAH2 FP inh	GSTO1 inh	PAD4 FP inh	pPAFAH FP inh	LYPLA1 counter	PAFAH1B3 inh	PME-1 primary
Cc1ccc(O)c(NC(=O)CCCC(=O)O)c1	3	1	4	0	1	-2	1	5	4
CC1=CC(C)C2(CO)COC(c3ccc(O)cc3)C1C2C (stereo not given)	-1	4	-5	2	-4	1	-1	-2	-3
CCCNC(=O)CC(NS(=O)(=O)c1ccc(OC)cc1)c1ccco1 (stereo not given)	0	2	3	4	0	8	-1	3	-6
Cc1cc2c(cc1S(=O)(=O)CCC(=O)NCCc1ccccc1)OCC(=O)N2	1	2	-10	11	4	4	0	-2	2
CCCCC(=O)Nc1ccc(C(=O)NCC(=O)OC)cc1	2	9	-1	3	5	-1	2	13	6
COc1ccc(C2CC(c3cccc(C(F)(F)F)c3)=NN2c2ccc(S(N)(=O)=O)cc2)cc1 (stereo not given)	0	.	0	.	4	15	.	3	.
CC1(C)CC(NC(=O)c2coc(=O)c(Br)c2)CC(C)(C)N1	-2	4	-2	3	0	4	2	3	2
COc1cccc(CNC(=O)COC(=O)c2nc(Cl)c(Cl)c(Cl)c2Cl)c1	1	-3	6	.	10	10	1	-9	2
CCN(CC)c1ccc(C(=O)NNC(=O)c2cccn2C)cc1	6	-4	7	10	-5	3	-2	1	-6
Cc1ccc(NC(=O)CN(C)c2ccc(S(=O)(=O)N3CCCC3)cn2)cc1	3	1	-4	-3	-1	-3	4	13	2
COc1cc(NS(=O)(=O)c2ccc(NC(=S)NC(C)=O)cc2)nc(OC)n1	.	-2	.	-4	0	1	2	.	3
Cc1sc(NC(=O)/C=C/C(=O)O)c(C(N)=O)c1-c1ccc(C(C)(C)C)cc1	14	14	-1	-6	2	4	0	2	-1
Cc1noc(C)c1-c1ccc2ncnc(NC(C)c3ccco3)c2c1 (stereo not given)	4	8	-2	.	0	2	5	12	5
CC1=C(C(=O)OCC2CCCO2)C(c2coc3ccc(Cl)cc3c2=O)C2=C(CCCC2=O)N1 (stereo not given)	6	7	2	8	-4	4	4	10	-9
CCc1nc(NCC2CCCO2)c(C#N)c2c1COC(C)(C)C2 (stereo not given)	6	4	8	0	3	-1	3	0	-1
COc1ccccc1CNC(=O)C(C)c1ccc([N+](=O)[O-])cc1 (stereo not given)	-1	-5	5	18	-4	9	-5	0	1
FC(F)(F)c1cccc(Cc2noc(CN3CCSCC3)n2)c1	1	-4	-1	-3	2	2	1	-1	1
Cc1ccc(NCc2ccccc2F)cc1	6	2	-6	9	1	22	-1	1	-6
CC(=O)Nc1ccc(N2C(=O)CSC2c2cccc(Br)c2)cc1 (stereo not given)	3	7	4	6	2	-3	-1	2	-4
COc1cc(/C=C2\SC(=S)N(N(C)c3ccccc3)C2=O)ccc1O	-19	-42	-38	-107	-18	-7	-21	-21	-63
COc1cccc(N2CCN(c3nc(C)c(C)c(=O)[nH]3)CC2)c1	2	-7	4	1	1	6	-1	13	-4
CCN(CC)CCNC(=O)c1cn(-c2ccccc2)nc1-c1cccs1	6	-9	0	-6	-2	-8	-8	10	-5
CCCCn1c(/C=C/c2ccco2)nc2ccccc21	-1	-2	4	2	-9	16	-10	0	-6
CC1=NN(C(=O)Cc2ccc([N+](=O)[O-])cc2)C(O)(c2ccccc2)C1 (stereo not given)	2	-6	-17	8	2	-5	-6	4	3
CCOc1ccccc1C(=O)NC(C)c1ccc2c(c1)OCO2 (stereo not given)	5	1	-1	3	1	9	2	-1	2
CCCN(C(=O)CSc1nc2c(cnn2-c2ccccc2)c(=O)[nH]1)C1CCS(=O)(=O)C1 (stereo not given)	4	0	-5	5	-2	-5	-1	7	-2
CN(C)C(=S)c1ccc(N(C)C)cc1	4	-3	4	3	5	3	0	7	1
Cc1cc(C)c2cccc(N)c2n1	-4	1	-4	4	-2	-3	3	7	0
CCOc1ccc(NC(=O)CSc2ccc(-c3ccccn3)nn2)cc1	7	-3	1	4	-8	6	-3	3	-4
CCCN1CCN(CCCNC(=O)c2ccc(NC(=O)C3=C(C)OCCS3)cc2)CC1	6	11	-3	6	-2	4	4	11	-1
CC(/C=C\c1ccccc1)=C/C(=O)O	2	0	1	-2	0	5	-1	0	1
CCOC(=O)c1c(C)[nH]c(C)c1C(=O)COC(=O)c1ccc(Cl)c(S(N)(=O)=O)c1	2	-1	-2	7	-2	0	5	0	-3
O=C(CCCn1c(=O)c2cccn2c2cccnc21)NCc1cccc(Br)c1	2	-3	7	6	-3	0	-2	6	4
O=C(CSc1nnc(NC(=O)c2ccc(S(=O)(=O)N3CCOCC3)cc2)s1)Nc1ccccc1C(F)(F)F	-1	3	1	-2	2	-1	-1	8	-1
O=c1[nH]c2ccccc2nc1C(F)(F)C(F)F	1	-2	7	-8	6	-2	0	9	0
COc1ccccc1NC(=O)/C=C1\SCC(=O)N1C	0	10	2	5	-1	0	2	7	0
CN1CCN(/C=C(\C#N)S(=O)(=O)c2ccc(Cl)cc2)CC1	3	-6	-1	-15	-3	6	-6	2	2
O=[N+]([O-])c1ccc2n[nH]nc2c1	5	-2	-1	-1	-4	3	1	12	-5
Cc1cc(C)cc(C(=O)NC(CC(N)=O)c2ccc(NC3CCCC3)c([N+](=O)[O-])c2)c1 (stereo not given)	2	-2	5	0	3	7	0	-4	6
CC(=O)c1cccc(CN2CCC(C(=O)Nc3ccc(-c4cccc(C)c4)cc3)CC2)c1	-1	-16	-4	-8	-4	1	-8	2	-10
O=C(N/N=C/c1cc(Cl)ccc1O)c1cccnc1	-1	1	14	-1	-1	1	0	4	-2
O=C(O)c1nn(Cc2ncc(-c3cccc(Cl)c3)o2)c(=O)c2ccccc12	3	-17	-6	7	4	5	-6	-2	-12
c1cc2c(cc1OCCNC1CCCC1)CCC2	.	-6	.	1	0	-5	-2	.	-7
COc1ccc(N(CC(=O)NC2CCCC2)S(=O)(=O)c2c(C)[nH]c(=O)[nH]c2=O)cc1	9	-5	4	-1	-13	-7	-1	15	-7
COC(=O)C(C(=O)OC)c1ccc(NC(=O)c2cccc(Cl)c2)cc1	1	-5	-5	-3	2	1	-1	4	-6
O=C(Cc1ccccc1)Nc1ccc(NC(=O)C2CCCCC2)nc1	2	0	3	23	-5	0	-5	3	-12
CCC12CN(C(=O)c3ccc([N+](=O)[O-])cc3)CC(CC)(CN(C(=O)c3ccc([N+](=O)[O-])cc3)C1)C2=O	.	-5	.	-17	-5	-3	4	.	5
Cn1c(=NC(=O)COc2ccccc2)sc2cc(F)cc(F)c21	.	4	.	10	0	2	0	.	0
CCc1noc(C)c1C(=O)OCC(=O)NCc1ccccc1	7	-1	-2	.	1	2	4	5	-1
CCCCNC(=O)c1onc(CSc2cc(C)cc(C)c2)c1C(=O)NCCCC	0	-9	-5	-4	-6	-4	-6	3	-16
O=C(COC(=O)Cc1ccsc1)Nc1ccccc1Cl	4	4	12	.	-6	19	0	2	-8
CC(C)c1noc2ncc(C(=O)c3cc(Cl)cc(Cl)c3O)cc12	5	0	8	8	2	18	1	5	15
CN1CCOCCOCCOCCN(C)C1=S	1	4	-3	-1	0	4	4	8	-1
O=C(COC(=O)c1ccco1)NC1CCCC1	3	6	24	-2	-2	0	3	4	-5
O=C(CCNS(=O)(=O)c1ccc2c(c1)CCC(=O)N2)Nc1ccc(F)c(F)c1	5	1	3	2	2	6	2	8	1
CC(=O)Nc1ccc(NC(=O)c2ccc(-c3ccc([N+](=O)[O-])cc3)o2)cc1	-2	-9	-4	-7	-3	-1	0	6	2
COc1ccc(CCNC(=O)Cc2ccc(NC3=NC4CS(=O)(=O)CC4S3)cc2)c(OC)c1 (stereo not given)	4	2	3	-2	-1	36*	-5	5	-4
O=C(O)CCc1nn2cnc3sc4c(c3c2nc1=O)CCCC4	4	3	-2	0	-6	0	3	-5	2
Cc1cc(OCCn2ccnc2)cc(C)c1Cl	1	4	-6	2	4	12	-1	-3	-2
O=C(Nc1ccc(N2CCOCC2)c(Cl)c1)c1cccc(-n2cnnc2)c1	1	13	9	-1	-2	4	8	0	-1

Going on with the list.
SMILES	PAFAH1B2 inh	LYPLA2 counter	PAFAH2 FP inh	GSTO1 inh	PAD4 FP inh	pPAFAH FP inh	LYPLA1 counter	PAFAH1B3 inh	PME-1 primary
Cc1ccc(C(C(=O)NCC2CCCO2)N(C(=O)c2snc(C(N)=O)c2N)c2ccccc2)o1 (stereo not given)	-1	5	-7	4	-4	7	1	1	0
COc1ccc(Cl)cc1N(CC(=O)N1CCCC1)S(=O)(=O)c1ccc(C)cc1	3	-2	-5	-1	-2	5	-1	6	0
CCC(CC)C(=O)c1c[nH]c(C(=O)NCCCN2CCOCC2)c1	6	0	2	-2	1	5	4	1	0
COc1ccc(Cl)cc1NC(=O)c1nnn(CC(=O)Nc2ccc(OC)c(OC)c2)c1N	0	-5	5	2	-3	4	-2	2	-9
O=C(O)c1ccc(-c2ccccn2)s1	2	2	4	5	-3	1	-1	4	-3
COc1ccc2cc(C(=O)/C=C/c3cc(OC)c(O)c(OC)c3)ccc2c1	3	0	1	11	3	21	2	5	-14
CCNS(=O)(=O)c1ccc(NC(=O)Cn2nc(C(F)(F)F)cc2C)cc1	4	7	-5	10	-3	0	1	0	0
CCC(=O)N1CCN(c2ccccc2NC(=S)NC(=O)c2cccc([N+](=O)[O-])c2)CC1	-2	-2	4	5	-3	-1	-1	7	-3
COc1ccc(-c2cc(C(=O)OC3CCOC3=O)c3ccccc3n2)cc1OC (stereo not given)	0	0	4	1	2	-1	-4	6	1
O=C(NCCCn1ccnc1)Nc1cccc2ccccc12	-5	0	-3	-11	1	0	0	7	-3
O=C(COc1ccccc1)NCCS(=O)(=O)N1CCN(c2ccccc2)CC1	13	3	-3	-6	-6	2	1	5	3
COc1ccc(S(=O)(=O)Nc2ccc(OCC(=O)O)cc2)c2ccccc12	9	-3	2	6	-1	2	0	11	0
Cc1cccc(C)c1NC(=O)CNCC(=O)Nc1c(C)cccc1C	4	5	-5	1	2	0	-2	2	7
Cc1cc(OCC(=O)NC(C)c2ccccc2)ccc1[N+](=O)[O-] (stereo not given)	2	3	-6	8	-2	1	4	-5	1
COc1ccc(CNC(N)=O)cc1	2	-4	-7	3	-1	1	2	10	-3
Cc1[nH]n(-c2ccccc2)c(=O)c1N=Nc1ccccc1C(=O)N1CCOCC1	-1	-4	-3	-6	-4	5	4	4	-2
COC(=O)C1=C(O)/C(=C\c2sccc2C)N=C1C	3	1	2	-3	-6	-3	2	3	-3
O=C(Nc1nsc(-c2ccccc2)n1)c1ccc(F)cc1	4	-2	1	4	-5	0	-3	5	-1
CC(=O)Oc1cccc(C(=O)Nc2c[nH]c(=O)[nH]c2=O)c1	.	0	.	-5	-1	1	-1	.	-2
COc1ccc(-c2nc(N)ncc2-c2ccc(Cl)cc2)c(O)c1	0	8	8	-1	-2	0	1	2	-1
CCN(CC)S(=O)(=O)c1cc(NS(=O)(=O)c2cc(Cl)ccc2Cl)ccc1C	3	-7	9	-1	-3	0	-2	1	10
CCC(=O)c1ccc(OCC(=O)OCC(=O)N2CCc3ccccc3C2)cc1	7	4	-5	.	-3	10	-3	11	4

An excerpt, so the mix of outcomes need not match the whole.
